CHOP inhibitor: inhibitors of CHOP promoter induction, primary screen, cell-based, unfolded protein response, luciferase reporter | inhibition, % at 10 µM | CHO-K1 CHOP-promoter luciferase, tunicamycin-induced, 15-18 h | 220,000 compounds, 3.8% hits;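 active = compounds that reduced the stress-induced luciferase reporter signal by more than about 70% of percent inhibition, limit read from the data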;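 also: 0% = tunicamycin plus vehicle and 100% = wells without tunicamycin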
NPY-Y2 PAM-ag: NPY-Y2 potentiators or agonists, primary screen, cell-based. cells expressing NPY-Y2, potentiator/agonist read-out. activation, % at 3.6 µM. 220,000 compounds, 0.45% hits. AID 1359, 2008; in the data active = activation above about 27%;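 also: cells stimulated with NPY near EC25 plus isoproterenol at EC100; 0% = vehicle plus submaximal agonist and 100% = vehicle plus saturating agonist; some results beyond the cut were filed as inactive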
TRPML3 agonist: human TRPML3 channel agonists, primary screen, cell-based, HEK293 TRPML3-YFP, Fluo-8 calcium fluorescence, 3 µM; activation, % at 3 µM; 220,000 compounds, 0.29% hits; Mucolipin-3 (Homo sapiens), Q8TDD5; 100% = the carbachol control signal; AID 1448, 2008;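 active = activation above its plate's cutoff, the mean activation of the plate's test wells plus 3 SD, cut at about 12% in these data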;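 also: 0% = DMSO only wells and 100% = carbachol wells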
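Test system: TRPML3-YFP stable HEK293 cells. Doses: single point at 3 µM. Incubation: dye loading 1 h 37 °C then 30 min ambient, 125 s read. Signal: Fluo-8 calcium dye fluorescence, ex 470-495, em 515-575 nm. Measure: percent activation from peak-to-basal fluorescence ratio, scaled between DMSO and carbachol.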
S1P4 antagonist: S1P4 receptor antagonists, primary screen, cell-based; Sphingosine 1-phosphate receptor 4 (Homo sapiens), O95977; S1P4-expressing cells, antagonist mode, reporter read-out; inhibition, % at 4.98 µM; 220,000 compounds, 0.26% hits; AID 1510, 2009; in the data active = inhibition above about 29%;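 also: 0% = wells stimulated with agonist and 100% = vehicle wells without agonist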
Target sequence (O95977 whole entry, looked up): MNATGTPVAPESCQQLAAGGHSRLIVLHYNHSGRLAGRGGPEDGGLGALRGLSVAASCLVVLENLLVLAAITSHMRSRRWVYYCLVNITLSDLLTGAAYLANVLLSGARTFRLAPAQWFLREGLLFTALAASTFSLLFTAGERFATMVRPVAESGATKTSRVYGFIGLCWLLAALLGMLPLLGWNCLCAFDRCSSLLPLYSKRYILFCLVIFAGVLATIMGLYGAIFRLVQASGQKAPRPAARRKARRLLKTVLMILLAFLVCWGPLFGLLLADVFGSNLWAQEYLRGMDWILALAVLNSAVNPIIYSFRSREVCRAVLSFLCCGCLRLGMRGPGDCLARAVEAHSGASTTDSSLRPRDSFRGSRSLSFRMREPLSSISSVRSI
NPY-Y1 antag: NPY-Y1 receptor antagonists, primary screen, cell-based. Neuropeptide Y receptor type 1 (Homo sapiens), P25929. HEK293-CNG Y1 cells, membrane potential fluorescence; NPY at EC95, then isoproterenol. inhibition, % at 3.6 µM. 200,000 compounds, 1% hits. AID 1040, 2008;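 active = inhibition above the campaign mean inhibition of all tested compounds plus 3 SD, cut at about 20% in these data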;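 also: 0% = DMSO wells given NPY plus isoproterenol and 100% = isoproterenol alone without NPY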
Target sequence (P25929 whole entry, looked up): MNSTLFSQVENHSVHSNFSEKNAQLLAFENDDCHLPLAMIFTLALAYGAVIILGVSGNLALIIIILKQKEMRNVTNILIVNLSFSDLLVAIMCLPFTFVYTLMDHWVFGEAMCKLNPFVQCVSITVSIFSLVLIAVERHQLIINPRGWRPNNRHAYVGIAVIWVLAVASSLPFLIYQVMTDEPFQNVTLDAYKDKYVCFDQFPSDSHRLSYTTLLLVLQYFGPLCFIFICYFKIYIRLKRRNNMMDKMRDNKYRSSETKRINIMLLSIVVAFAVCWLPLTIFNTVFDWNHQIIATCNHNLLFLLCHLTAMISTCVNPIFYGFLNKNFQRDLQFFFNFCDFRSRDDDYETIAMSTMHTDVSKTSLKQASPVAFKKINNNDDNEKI
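Test system: HEK293 cells co-expressing NPY Y1 receptor and cyclic-nucleotide gated channel; Also added: NPY (25 nM), isoproterenol (1 µM), Ro 20-1724 (25 µM); Compound dosing: one concentration, 3.6 µM, in 0.4% DMSO; Timing: dye 3 h, compound 60 min room temperature, stimulation 45 min; Technique: Membrane-potential fluorescent dye readout.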
EP2 mod: EP2 receptor modulators, cAMP readout, primary screen, cell-based, HTRF cAMP, PGE2 stimulation | Prostaglandin E2 receptor EP2 subtype (Homo sapiens), P43116 | EP2-expressing cells, cAMP HTRF FRET, PGE2 co-stimulation | induction, % at 25 µM | 260,000 compounds, 0.83% hits;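 active = compounds whose cAMP rise, as percent of the full-agonist control response, exceeds 60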;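 also: rat C6 glioma line stably carrying human EP2 under a CMV promoter; the protocol text gives 20 µM as final concentration; 100% = response of wells given 1 µM PGE2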
TRPN1 ag: zebrafish TRPN1 channel agonists, primary screen, cell-based, HEK293, calcium fluorescence; HEK293 zebrafish TRPN1-YFP, Fluo-8 calcium fluorescence; 100% = response to 87 µM carbachol; activation, % at 3 µM; 220,000 compounds, 0.18% hits; AID 1424, 2008;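 active = activation above its plate's cutoff, the mean activation of test wells on that plate plus 3 SD, cut at about 19% in these data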;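 also: 0% = DMSO alone and 100% = 87 µM carbachol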
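Material – zebrafish TRPN1-YFP in HEK293 cells · Doses – 3 µM single point · Schedule – dye 1 h 37 °C plus 30 min RT · Signal – Fluo-8 calcium fluorescence, excitation 470-495 nm, emission 515-575 nm · Read-out – % activation versus carbachol response · Control set – carbachol high, DMSO low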
NPY-Y1 PAM-ag: NPY-Y1 receptor potentiators or agonists, primary screen, cell-based. Neuropeptide Y receptor type 1 (Homo sapiens), P25929. 220,000 compounds, 0.37% hits. activation, % at 3.6 µM. NPY-Y1 expressing cells, potentiator/agonist activation; in the data active = activation above about 33%, passing the limit was not always enough;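 also: cells stimulated with NPY at EC10 then isoproterenol at EC100; 0% = low agonist plus stimulus and 100% = saturating agonist plus stimulus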
S1P4 agonist: S1P4 receptor agonists, primary screen, cell-based; Sphingosine 1-phosphate receptor 4 (Homo sapiens), O95977; S1P4-expressing cell line, agonist reporter assay; activation, % at 4.98 µM; 220,000 compounds, 0.35% hits; AID 1509, 2009; in the data active = activation above about 11%;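 also: 0% = DMSO vehicle and 100% = reference agonist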
Active calls of the source: *; · = not tested or not shown; & = joins results of further samples.

1	O=C(Nc1ccc(Cl)cc1)Nc1ccc(N2CCOCC2)cc1
2	CC(=O)Nc1ccccc1C(=O)C(=O)Nc1cccc(C(=O)N2CC(C)CC(C)C2)c1 (configuration not stated)
3	COc1ccc(CONS(=O)(=O)c2ccc(NC(C)=O)cc2)cc1Cl
4	COc1ccc(OC)c(C2=NOC(C(=O)N3CCCc4ccccc43)C2)c1 (configuration not stated)
5	COc1ccc(N(CC(=O)N/N=C(\C)CCc2ccccc2)S(=O)(=O)c2ccc(C)cc2)cc1
6	Cn1cc([N+](=O)[O-])c(C(=O)N/N=C\c2c[nH]c3ccccc23)n1
7	Cc1ccc(S(=O)(=O)NN=C2C3CC4CC(C3)CC2C4)cc1[N+](=O)[O-]
8	O=C(OCC(=O)N1CCOCC1)c1ccc2c(c1)OCCO2
Compound,1,2,3,4,5,6,7,8
CHOP inhibitor,24,35,16,15,4,23,17,10
NPY-Y2 PAM-ag,22,17,10,20,-35,12,7,13
TRPML3 agonist,0.7,1.4,0.5,-0.7,-1.1,0.8,1.0,0.0
S1P4 antagonist,-16,-17,-14,3,-9,-16,-9,-19
NPY-Y1 antag,-2,-2,-3,7,·,1,1,6
EP2 mod,-3,28,-25,-30,4,-31,10,7
TRPN1 ag,2.7,1.3,3.3,-1.0,-0.5,0.9,0.9,0.6
NPY-Y1 PAM-ag,2,8,33,-10,6,4,-30,1
S1P4 agonist,-2.5,0.4,-0.1,-0.8,-0.1,1.8,-2.1,2.9

9	COC(=O)Cc1csc(N)n1
10	COCCn1c(-c2ccc(OC)cc2)cnc1SCC(=O)Nc1ccc(OC)cc1OC
11	Cc1cc(=O)oc(C)c1C(=O)OCC(=O)c1ccc(Br)cc1
12	CCC(c1nnnn1C(C)(C)C)N(Cc1cccs1)Cc1cc2cc(C)c(C)cc2n2nnnc12 (configuration not stated)
13	O=C(Nc1cccc2ccccc12)c1cnsn1
14	Cc1cc(NC(=O)c2ccc(N3C(=O)C4C5C=CC(C5)C4C3=O)cc2)no1 (configuration not stated)
15	CCOC(=O)C1CCCN(c2c(C(=O)c3ccccc3)cnc3ccccc23)C1 (configuration not stated)
16	Cc1noc(C)c1CSc1nnc2ccccn12
Compound,9,10,11,12,13,14,15,16
CHOP inhibitor,-30&28,-1,54,·,-21,-9,61,17
NPY-Y2 PAM-ag,4&5,6,-4,3,0,0,1,-5
TRPML3 agonist,-0.6&0.5,0.0,0.3,-0.2,0.1,1.3,-0.8,0.0
S1P4 antagonist,-20&-11,-1,-26,-12,-9,7,-2,-5
NPY-Y1 antag,0&3,5,6,12,-3,-3,2,-3
EP2 mod,25&-2&22,-10,17,-8,-11,40,56,-7
TRPN1 ag,-1.5&-0.6,-1.4,-0.6,-0.5,-0.3,1.1,-1.8,-0.9
NPY-Y1 PAM-ag,11&16,-5,-22,-18,-11,15,-1,14
S1P4 agonist,0.2&1.9,0.8,-2.1,-0.2,9.2,0.7,1.6,0.0

17	CC(NC(=O)COC(=O)c1ccco1)c1ccccc1 (configuration not stated)
18	COc1ccc(CN2CCN(C(=O)C3CCC(CNS(=O)(=O)c4ccc(C)cc4)CC3)CC2)c(OC)c1OC (configuration not stated)
19	Cc1ccc2occ(C(c3nnnn3C3CCCC3)N3CCN(C(=O)c4ccco4)CC3)c(=O)c2c1 (configuration not stated)
20	CC(=O)C1C(c2ccc(F)cc2)c2c(noc2C)CC1(C)O (configuration not stated)
21	Cc1ccccc1-n1c(C)nnc1SCC(=O)NNC(=O)c1ccccc1
22	CCN(CC)S(=O)(=O)c1ccc(NC(=O)Cc2cccs2)cc1
23	O=C(O)Cc1csc(NC(=O)CSc2nnnn2-c2ccc(O)cc2)n1
24	O=C(NNC(=O)c1cccc([N+](=O)[O-])c1)c1ccncc1
Compound,17,18,19,20,21,22,23,24
CHOP inhibitor,9,18,-9,9,9,-10,-5,6
NPY-Y2 PAM-ag,-17,0,-3,-33,2,0,2,-2
TRPML3 agonist,0.3,0.6,3.1,-0.4,0.0,0.0,1.0,0.6
S1P4 antagonist,16,11,-8,-4,-6,-8,-1,6
NPY-Y1 antag,2,1,5,·,-5,-1,·,2
EP2 mod,8,-32,-6,-2,23,-24,22,0
TRPN1 ag,-0.2,2.7,9.3,0.3,1.1,0.7,1.7,2.1
NPY-Y1 PAM-ag,0,11,-2,-2,3,6,-9,6
S1P4 agonist,2.6,4.3,-0.9,-1.2,3.3,-1.0,-0.2,-1.0

25	Cc1sc2ncnc(SCC(=O)NC(C)C(C)C)c2c1C (configuration not stated)
26	CCCN(CCC)CCNC(=O)c1cc2c(=O)n(C)c3ccccc3c2n1C
27	COc1ccc(C(=O)NCCSCc2ccco2)cc1OC
28	CC1CCN(C(=O)c2cc3nc(-c4ccccc4)cc(-c4ccccc4)n3n2)CC1
29	Cc1cc(C)c2nc(SCC(=O)Nc3ccccc3N3CCOCC3)c(C#N)cc2c1
30	Oc1oc(-c2ccccc2)nc1/C=N/c1nccs1
31	O=C(NCCCN1CCOCC1)c1ccc(CNS(=O)(=O)c2ccc(F)cc2)cc1
32	Cc1ccc(CNC(=O)CSc2nc3ccsc3c(=O)n2Cc2ccccn2)cc1
Compound,25,26,27,28,29,30,31,32
CHOP inhibitor,-16,-1,-11,75*,·,-10,-3,7
NPY-Y2 PAM-ag,-13,-4,12,-9,-11,9,-10,16
TRPML3 agonist,0.6,1.2,0.7,0.6,-0.6,1.2,0.9,1.4
S1P4 antagonist,-8,-17,-1,8,-1,-19,-2,-6
NPY-Y1 antag,11,3,6,1,-1,5,-4,0
EP2 mod,-26,-8,5,2,·,-4,-8,25
TRPN1 ag,-0.4,0.4,1.4,-0.8,0.2,0.2,0.8,0.3
NPY-Y1 PAM-ag,-8,-53,8,-17,11,-10,5,-8
S1P4 agonist,-1.3,0.2,-0.1,4.5,-0.9,3.8,0.6,0.5

33	COc1ccccc1CN1C[C@@H]2C[C@@H](c3cccc(C)c3)N3CCC[C@@]23C1=O
34	CC1(C)Oc2ccc3ccc(=O)oc3c2-c2cnoc21
35	CC1CCc2c(sc(NC(=O)C3CCCO3)c2C#N)C1 (configuration not stated)
36	C/C(=N\N1CCN(c2ccccc2)CC1)c1cccs1
37	COc1ccnc(CSC(N)=Nc2ccc(F)cc2)c1
38	COc1ccc(OC)c(S(=O)(=O)Nc2c(F)cccc2F)c1
39	O=C(COc1ccc(Cl)cc1)NNC(=O)c1ccccn1
40	O=C(COc1ccccc1O)Nc1ccccc1Cl
Compound,33,34,35,36,37,38,39,40
CHOP inhibitor,22,27,25,14,3,-1,9,-14
NPY-Y2 PAM-ag,1,7,9,5,7,1,-1,6
TRPML3 agonist,0.7,0.3,0.2,-0.3,0.2,0.3,-0.4,-0.6
S1P4 antagonist,-7,-16,7,10,-1,-28,6,-8
NPY-Y1 antag,7,10,4,·,1,-7,3,-5
EP2 mod,6,16,-12,10,21,23,27,13
TRPN1 ag,-1.2,1.3,-0.2,1.6,-0.2,-0.7,1.4,-0.6
NPY-Y1 PAM-ag,-10,-10,-5,-17,-36,-14,-3,6
S1P4 agonist,0.1,1.3,-0.3,2.2,-1.2,1.8,-0.6,-1.3

Sorted by number of heavy atoms (highest first): 4 of the compounds above.
33	COc1ccccc1CN1C[C@@H]2C[C@@H](c3cccc(C)c3)N3CCC[C@@]23C1=O
38	COc1ccc(OC)c(S(=O)(=O)Nc2c(F)cccc2F)c1
37	COc1ccnc(CSC(N)=Nc2ccc(F)cc2)c1
40	O=C(COc1ccccc1O)Nc1ccccc1Cl
Compound,33,38,37,40
CHOP inhibitor,22,-1,3,-14
NPY-Y2 PAM-ag,1,1,7,6
TRPML3 agonist,0.7,0.3,0.2,-0.6
S1P4 antagonist,-7,-28,-1,-8
NPY-Y1 antag,7,-7,1,-5
EP2 mod,6,23,21,13
TRPN1 ag,-1.2,-0.7,-0.2,-0.6
NPY-Y1 PAM-ag,-10,-14,-36,6
S1P4 agonist,0.1,1.8,-1.2,-1.3

New compounds follow:
41	CC(C)(C)c1ccc(C(CC(=O)O)NC(=O)Cc2ccc(F)cc2)cc1 (configuration not stated)
42	O=C(Nc1ccccc1)N1CCCN(c2nccc(C(F)(F)F)n2)CC1
43	CCc1ccc(/C=C2/SC(N3CCOCC3)=NC2=O)cc1
44	Cc1cc(OCC(=O)NCc2ccccn2)cc(C)c1Br
45	CC(=O)O/N=C(\N)c1cnn2c(C(F)(F)F)cc(C(F)(F)F)nc12
46	O=C(NC(=S)Nc1ccc2cn[nH]c2c1)c1ccccc1
47	CCOc1ccc(CCNC(=O)c2cc(C)nn2-c2ccccc2)cc1
48	CCOc1ccc(NC(=O)CSc2nnc(C)n2CCCOC)cc1
Compound,41,42,43,44,45,46,47,48
CHOP inhibitor,9,7,19,2,4,3,-1,7
NPY-Y2 PAM-ag,-5,9,-3,-7,2,-3,4,8
TRPML3 agonist,0.3,-0.6,-0.1,-0.4,0.7,3.1,-0.1,0.6
S1P4 antagonist,7,11,-18,-14,-2,4,-6,1
NPY-Y1 antag,9,·,·,1,·,-6,·,-1
EP2 mod,19,-21,22,-43,20,-49,-13,21
TRPN1 ag,0.2,2.2,-1.2,-0.1,1.7,6.2,-0.1,0.6
NPY-Y1 PAM-ag,-7,11,6,8,4,-4,17,1
S1P4 agonist,0.7,0.0,1.4,-0.7,1.7,2.3,0.4,1.5

49	COC(=O)CSC(=S)N1CCCC(C)C1 (configuration not stated)
50	COc1ccccc1NC(=O)CSc1nnnn1-c1ccc2c(c1)OCO2
51	CCOc1ccc(-c2csc(Cn3c(CN4CCN(C)CC4)nc4ccccc4c3=O)n2)cc1
52	Cc1cc(=O)[nH]c2cc(Cl)ccc12
53	CCN(CC)C(=O)c1scc2c1OCCO2
54	CSc1cccc(NC(=O)Nc2ccc(Cl)cc2)c1
55	Cn1cnc(S(=O)(=O)N2CCc3ccccc32)c1
Compound,49,50,51,52,53,54,55
CHOP inhibitor,26,56,2,3,-5,38,39
NPY-Y2 PAM-ag,-2,-7,8,5,-9,-2,3
TRPML3 agonist,0.7,-0.3,0.6,0.6,0.7,5.2,1.8
S1P4 antagonist,-23,-9,-7,-14,-16,3,-6
NPY-Y1 antag,-2,-3,1,-2,7,3,-1
EP2 mod,3,-19&-74,9,14,30,-10,19
TRPN1 ag,-0.4,-0.1,-0.2,-0.8,0.9,18,0.7
NPY-Y1 PAM-ag,-21,-12,3,11,-30,16,11
S1P4 agonist,1.6,1.5,1.4,0.2,1.8,0.1,1.1
